hcDAF-12 act = H. contortus DAF-12 nuclear receptor activators, primary screen, cell-based, luminescence, HEK293, lit1-tk-luc reporter | HEK293 hcDAF-12 lit1-tk-luc reporter; 0% DMSO, 100% Δ7-dafachronic acid | activation, % at 6.8 µM | actives 1.4% (n = 370,000);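 active = activation above the mean of all tested compounds plus 3 SD, cut at about 5.5% in these data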;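 note: 100% = response to 3 µM Δ7-dafachronic acid high control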
PG9 binder = binders of HIV-1 gp120 antibody PG9, primary screen, biochemical, TR-FRET; TR-FRET gp120-PG9 antibody binding; actives 0.43% (n = 360,000); HIV-1 gp120 / PG9 antibody interaction; inhibition, % at 6.7 µM; in the data active = inhibition above about 8.5%
DAX1 inh-1 = DAX1 (NR0B1) inhibitors on StAR promoter, primary screen, cell-based, luminescence, SF-1 (NR5A1), full-length DAX-1. inhibition, % at 6.8 µM. actives 1.1% (n = 370,000). AID 652010, 2013. HEK293T StAR-luciferase reporter, SF-1/DAX-1 repression relief;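 active = inhibition above the mean over all tested compounds plus 3 SD, cut at about 3.6% in these data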;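 note: 0% = DAX-1 cells with DMSO and 100% = cells lacking DAX-1 with DMSO; higher inhibition means more luminescence from relief of DAX-1 repression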
ADAM10 inh = human ADAM10 inhibitors, primary screen, biochemical, QFRET, HTS. Disintegrin and metalloproteinase domain-containing protein 10 (Homo sapiens), O14672. recombinant ADAM10, EDANS/DABCYL FRET peptide cleavage, 3 h. inhibition, % at 7 µM. actives 0.62% (n = 370,000). AID 720582, 2013;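 active = inhibition above a per-campaign cutoff equal to the mean of compounds falling between control-based bounds plus 3 SD, cut at about 20% in these data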;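 note: 0% = DMSO wells while the 100% control is not disclosed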
GAA850 FXN act = FXN promoter activators, primary screen, cell-based, luciferase luminescence, HEK293 lucGAA850; HEK293 lucGAA850 FXN promoter luciferase reporter, 24 h; percent of 10 µM SAHA response; activation, % at 6 µM; actives 0.56% (n = 360,000); AID 540364, 2011;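 active = activation above the average of all compounds screened plus 3 SD, cutoff fixed separately per campaign, cut at about 7.5% in these data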;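 note: 0% = DMSO wells and 100% = 10 µM SAHA wells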
ADAM17 inh = ADAM17 inhibitors, primary screen, biochemical, QFRET; inhibition, % at 6.95 µM; actives 0.83% (n = 370,000); Disintegrin and metalloproteinase domain-containing protein 17 (Homo sapiens), P78536; recombinant ADAM17, EDANS/DABCYL FRET peptide cleavage;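 active = inhibition above the mean of compounds lying between control limits plus 3 SD, set per campaign, cut at about 8.5% in these data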;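 note: 0% = DMSO-only wells as the low control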
Target sequence (P78536 215-824 limits assumed): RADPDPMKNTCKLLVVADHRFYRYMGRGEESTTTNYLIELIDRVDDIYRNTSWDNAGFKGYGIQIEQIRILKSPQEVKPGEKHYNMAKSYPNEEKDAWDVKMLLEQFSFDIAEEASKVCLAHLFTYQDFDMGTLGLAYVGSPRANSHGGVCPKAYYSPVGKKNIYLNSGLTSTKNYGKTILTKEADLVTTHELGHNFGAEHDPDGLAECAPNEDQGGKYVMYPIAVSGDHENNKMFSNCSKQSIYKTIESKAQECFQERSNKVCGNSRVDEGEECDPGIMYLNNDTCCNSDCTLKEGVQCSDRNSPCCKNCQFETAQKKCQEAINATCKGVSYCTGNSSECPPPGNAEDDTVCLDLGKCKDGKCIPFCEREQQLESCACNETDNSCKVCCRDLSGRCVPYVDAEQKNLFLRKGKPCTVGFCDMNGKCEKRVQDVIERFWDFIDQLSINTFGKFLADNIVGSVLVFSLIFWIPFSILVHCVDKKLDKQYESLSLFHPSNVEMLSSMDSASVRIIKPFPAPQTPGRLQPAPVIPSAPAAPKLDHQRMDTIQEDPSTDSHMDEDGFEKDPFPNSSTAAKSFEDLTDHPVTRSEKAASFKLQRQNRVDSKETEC
GC-A act = GC-A stimulated cGMP production enhancers – HEK293 GC-A cells, cGMP TR-FRET, EC30 ANP, primary screen; Atrial natriuretic peptide receptor 1 (Homo sapiens), P16066; 0% at EC30 ANP, 100% saturating ANP; activation, % at 10 µM; actives 0.14% (n = 370,000); AID 1671463, 2021; in the data active = activation above about 40%
DAX1 inh-2 = DAX1 (NR0B1) inhibitors, primary screen, cell-based, HEK293, Gal4-DAX1, luciferase luminescence | HEK293 Gal4-DAX1 luciferase reporter | AID 504766, 2011 | inhibition, % at 6.75 µM | actives 0.99% (n = 340,000) | Nuclear receptor subfamily 0 group B member 1 (Homo sapiens), P51843;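 active = inhibition above the mean over all tested compounds plus 3 SD, cut at about 4.2% in these data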;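 note: 0% = DAX1-transfected cells with DMSO and 100% = empty-vector control cells with DMSO; inhibition shows as a rise in luminescence from relieved DAX1 repression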
Target sequence (P51843 207-470 limits assumed): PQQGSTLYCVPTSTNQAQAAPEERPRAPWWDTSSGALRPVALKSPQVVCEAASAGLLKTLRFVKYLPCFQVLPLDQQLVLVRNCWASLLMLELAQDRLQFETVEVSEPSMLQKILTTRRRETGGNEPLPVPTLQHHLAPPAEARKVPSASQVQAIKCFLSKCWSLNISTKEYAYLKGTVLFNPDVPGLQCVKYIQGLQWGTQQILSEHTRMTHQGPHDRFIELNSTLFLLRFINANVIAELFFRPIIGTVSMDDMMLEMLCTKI
ssDAF12 agonist = S. stercoralis DAF-12 nuclear receptor activators, primary screen, cell-based, luminescence, HEK293, GRIP1 co-expression, lit1-tk-luc | Nuclear hormone receptor DAF-12 (Strongyloides stercoralis) | HEK293 ssDAF-12/GRIP1 lit1-tk-luc reporter; % of 3 µM dafachronic acid response | actives 1% (n = 370,000) | AID 652126, 2013 | activation, % at 6.8 µM;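 active = activation above the mean over all tested compounds plus 3 SD, cut at about 0.9% in these data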;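 note: 0% = DMSO-only wells and 100% = 3 µM delta7-dafachronic acid wells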
hgDAF-12 ag = H. glycines DAF-12 receptor agonists, primary screen, cell-based, luminescence, HEK293, GAL4 fusion, UAS-luciferase; Nuclear hormone receptor DAF-12 (Heterodera glycines), GAL4 fusion; HEK293 GAL4-hgDAF12 UAS-luciferase reporter, agonist luminescence; normalized to butyrate control; activation, % at 6.8 µM; actives 1.8% (n = 370,000); AID 687014, 2013;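 active = activation above a cutoff set at the mean of all screened compounds plus 3 SD, cut at about 10% in these data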;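 note: 0% = DMSO wells and 100% = sodium butyrate wells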
SMARCA2 activ = SMARCA2 (BRM) function activators, primary screen, cell-based, luminescence, high throughput; MG213 cells, MMTV-luciferase reporter, dexamethasone, overnight; activation, % at 9.1 µM; actives 1% (n = 370,000); in the data active = activation above about 7.8%;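 note: 0% = vehicle wells and 100% = reference activator wells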
* hit, by the source's call; x = no result given; & = joins results of further samples.

no.	canonical_smiles	hcDAF-12 act	PG9 binder	DAX1 inh-1	ADAM10 inh	GAA850 FXN act	ADAM17 inh	GC-A act	DAX1 inh-2	ssDAF12 agonist	hgDAF-12 ag	SMARCA2 activ
1	COC(=O)C1CN(Cc2ccccc2)CCS(=O)(=O)N1Cc1ccc(F)cc1 (stereo not given)	-2.0	x	-0.7	4	x	2	-2	x	-1.6	1.2	0
2	CCOc1cc(N2CCOCC2)c(OCC)cc1NC(=O)COC(=O)c1ccc([N+](=O)[O-])o1	-1.4	-2.5	-1.4	-5	0.0	-2	37	0.0	-0.7	2.1	1
3	CCOc1ccc2nc(Cl)c(C3CC(c4ccco4)=NN3S(C)(=O)=O)cc2c1 (stereo not given)	-0.3	0.6	-0.1	-5	-1.3	-3	-3	-0.6	-1.1	-2.5	0
4	CC[C@@H]1C/C=C\Cc2ccccc2[C@H](C(=O)C[C@@H](O)CC(C)=O)OC1=O	0.5	-1.7	0.7	5	0.4	-2	0	-0.6	-1.5	-0.4	0
5	CN(C)c1ccc(C(=O)N2CCCC2)cc1	0.7	-2.4	-0.1	-2	2.3	9	1	-0.6	-1.2	-1.5	-2
6	CCCOC(=O)c1ccc(NS(=O)(=O)c2cccs2)cc1	-1.4	-1.4	0.0	1	1.3	1	1	0.6	-0.9	2.0	-1
7	Cc1ccc(CNC(=O)c2nnn(CC(=O)Nc3cc(C)cc(C)c3)c2N)cc1	-0.4	-0.1	-0.3	1	1.2	-3	-6	-0.1	-1.0	0.1	-2
8	Cn1c(=O)[nH]c(=O)c2c1nc(N1CCCC1)n2CCCSc1nnnn1-c1ccccc1	0.8	-0.8	-0.4	2	-0.5	2	-2	-0.9	-1.2	-2.6	-2
9	CN(C)c1ccc(/C=C/C(=O)c2ccccc2O)cc1	0.7	-1.7	2.0	-7	4.7	0	10	5.8*	-0.3	11*	3
10	CCCCOC(=O)CSc1nnc(-c2cc(OC)c(OC)c(OC)c2)o1	2.2	-1.3	1.1	2	0.0	2	-1	1.9	-1.6	4.2	-2
11	O=C(Nc1ccc(Br)cn1)c1ccc(Br)s1	6.2*	3.6	1.3	5	-0.9	0	31	0.9	0.5	20*	3
12	Cn1c(=O)c2c(SCC(=O)NC3CCCC3)nc(CC(C)(C)C)nc2n(C)c1=O	1.2	-0.5	1.7	0	-0.7	-3	0	-0.3	-1.1	1.4	0
13	O=C(Cc1ccc(Br)cc1)Nc1ccc(Cl)cc1	-0.4	-1.0	-0.4	5	6.6	2	-5	-0.4	-1.7	4.0	-2
14	COc1ccc(N2CC(C(=O)N3CCN(S(=O)(=O)c4ccc(F)c(F)c4)CC3)CC2=O)c(OC)c1 (stereo not given)	-1.7	0.6	-1.5	-3	2.4	-1	0	0.2	-0.9	-1.8	-2
15	COc1ccccc1C(=O)Nc1ccc(S(=O)(=O)N2CCc3ccccc32)cc1	-1.4	1.4	-2.3	6	0.0	3	-4	-1.6	-1.7	0.0	0
16	CN(CC(=O)Nc1cccnc1)S(=O)(=O)c1ccccc1	-0.9	-0.9	0.1	-3	1.2	-2	6	1.3	-1.8	-1.3	1
17	O=C(N/N=C/c1cc([N+](=O)[O-])ccc1O)c1ccncc1	-0.3	-1.6	-0.1	-8	-0.1	-1	-4	-0.2	0.0	-1.3	-3
18	O=C(CCC(=O)OCC(F)(F)C(F)F)NCc1ccccc1	1.7	-2.3	-0.8	1	-2.8	1	2	-0.3	0.2	1.0	-2
19	CC(=O)c1sc(NC(=O)C=C(C)C)nc1C	-0.4	0.7	0.2	-1	3.6	-5	1	1.6	-1.2	5.8	0
20	CCCCCCN1C[C@H](n2cc(C3CC3)nn2)[C@@H](O)C[C@@H]1c1ccccc1	-0.4	-2.4	-0.4	7	1.3	3	-8	-0.5	-1.6	3.0	-2
21	CCn1nc(NC(=O)COC)c2cc3cc(C)ccc3nc21	-1.3	-5.5	0.1	-59	3.5	-31	1	0.8	-0.6	1.8	1
22	Cc1ccc(N(Cc2ccc([N+](=O)[O-])cc2)C(=O)c2ccco2)cc1C	-2.4	-2.7	0.9	3	3.8	2	-4	-0.9	-1.5	-4.8	-1
23	COc1cc(C(=O)N2CCCCC2c2cc(C(=O)NCc3cccnc3)no2)cc(OC)c1C (stereo not given)	-1.0	-1.4	0.3	-21	-0.9	-4	-3	x	-1.4	-1.4	-2
24	COC(=O)c1ccc2nc(NC(=O)C(C)C)sc2c1	2.0	-0.9	2.8	5	5.1	0	3	1.5	0.2	14*	0
25	COc1ccccc1C(=O)Oc1ccc2c(c1)O/C(=C\c1ccncc1)C2=O	3.1	-4.2	0.1	-12	1.4	0	9	-0.3	0.0	4.6	1
26	O=C(Nc1cc(F)cc(F)c1)c1ccc(NCCc2ccccc2)c([N+](=O)[O-])c1	2.7	0.1	-0.2	-6	-0.2	-3	-6	-1.1	-1.3	1.1	-2
27	CCc1ccc(NS(=O)(=O)c2ccc3c(c2)oc(=O)n3C)cc1	-1.8	-2.9	-0.5	1	0.3	4	13	0.2	-1.0	-1.6	-2
28	Cc1ccc(N(CC(=O)NN=C2CCN(C)CC2)S(=O)(=O)c2ccccc2)c(C)c1	-0.4	-2.5	0.7	10	0.1	8	-5	-0.9	-0.9	1.3	-6
29	CCOC(=O)c1[nH]c2c(c1-c1ccc(OC)cc1)C(=O)CC(c1ccc(OC)c(OC)c1)C2 (stereo not given)	-3.6	0.2	-3.5	-21	-3.4	-6	-3	-2.7	-2.0	-0.8	-4
30	Cc1nc2c(ccc3nc(NC(=O)c4ccc(S(=O)(=O)N(C)C)cc4)sc32)s1	-0.5	0.1	0.6	-1	-1.0	-3	2	-0.3	-1.4	-0.2	0
31	CC(=O)c1ccc2c3c(ccc([N+](=O)[O-])c13)CC2	-0.6	1.1	-1.6	-11	0.5	-3	-1	0.7	-0.4	-1.9	4
32	C[C@@H]1CC=C[C@H]2[C@H]1C(=O)N(Cc1ccccc1)[C@H]2c1ccc(-c2ccc(N(C)C)cc2)cc1F	0.4	0.6	-0.5	-89	-3.0	-25	-2	1.3	-1.4	3.2	0
33	Fc1cccc(Cl)c1CSC1=NCCS1	1.4	-1.1	0.3	9	-1.0	-1	1	0.0	-0.7	1.3	-4
34	COCCCn1c(SCC(=O)Nc2ccc(C)cc2)nc2ccccc2c1=O	-0.8	2.0	-0.7	0	-0.6	-4	0	-1.5	-1.0	4.3	-3
35	CCCNC(=O)NC(=O)COc1c(F)c(F)cc(F)c1F	-0.3	0.5	0.5	5	1.7	-5	1	-0.5	-1.5	-1.4	1
36	Cc1ccc(CNC(=O)CCS(=O)(=O)c2ccc3c(c2)oc(=O)n3C)cc1	1.5	-1.4	2.9	14	-1.9	1	-1	0.4	-1.1	0.5	-3
37	Cc1cc(N/N=C/c2ccccc2O)nc(-c2ccccc2O)n1	2.4	-0.1	-0.1	-8	0.2	-5	3	-1.2	0.8	0.6	-2
38	Cc1cc(Br)c(NC(=O)c2c(-c3c(Cl)cccc3Cl)noc2C)c(Br)c1	1.7	2.0	0.1	0	-0.9	-1	-1	-0.5	-1.3	-0.6	-3
39	C/C(N)=C(/C#N)C(=O)CSc1nnc(Nc2c(C)cccc2C)s1	-1.2&-1.2	0.2&-2.4	-0.3&0.6	-10&2	-1.8&-2.1	-5&-3	-9&-7	-1.0&0.2	-0.9&-1.0	-0.8&-4.6	-3&-1
40	O=C(NC1=NCCS1)c1ccc(Cl)c(S(=O)(=O)N2CCc3ccccc32)c1	-1.5	-0.4	-0.3	10	3.7	9.4*	15	-0.6	-0.8	-6.1	-5
41	CN(C)c1ccc(NC(=O)C(=O)C2C(=O)Nc3ccccc32)cc1 (stereo not given)	2.7	-2.5	0.5	-2	0.6	-2	-6	0.2	0.2	2.4	1
42	CC(C)C(=O)NC(=S)Nc1ccccc1N1CCN(C(=O)c2ccccc2)CC1	0.4	1.3	0.5	-3	1.3	-2	-4	-0.8	-1.7	-0.1	1
43	O=C(CCNC(=O)c1ccccc1)Nc1ccc(Cl)c(S(=O)(=O)N2CCCCC2)c1	-2.0	0.8	-2.1	-4	-3.7	-1	1	-1.5	-1.5	1.4	-3
44	C[C@@H]1CN([C@H](C)CO)C(=O)CCCn2nncc2CO[C@@H]1CN(C)C(=O)c1cc(-c2ccccc2)on1	-0.5	-0.7	-0.4	-9	-2.3	-4	3	-0.1	-0.7	0.2	-3
45	CCOc1ccc(C(=O)N/N=C/c2c(C)[nH]c(=O)[nH]c2=O)cc1	-0.1	0.1	0.0	-8	x	-8	3	x	-2.1	2.1	1
46	COCc1ccc(C(=O)NCC2(N3CCCCC3)CCCCC2)cc1	4.3	-1.4	1.2	4	0.1	1	-2	1.9	-0.6	1.3	-1
47	O=C(O)Cc1c(C(=O)O)[nH]c2ccc(C(=O)O)cc12	2.9	-1.4	0.2	-12	0.3	-7	-1	0.8	-1.1	-1.2	0
48	CSc1ccc(Cl)c(C(=O)OCC(=O)N2CC(C)OC(C)C2)c1 (stereo not given)	2.9	-0.6	-0.5	-64	0.9	-25	-2	1.2	-0.9	-1.4	-1
49	NC(=O)CCc1nc2cc(C(F)(F)F)ccc2n(Cc2ccccc2)c1=O	-0.8	-1.9	-0.4	-5	0.3	-9	5	0.1	-1.0	-2.0	0
50	COc1ccc(C(=O)Nc2ccccn2)cc1	-0.9	1.5	-0.4	-7	-0.5	-6	5	0.2	-1.4	-0.1	-3
51	CCOc1ccc(S(=O)(=O)NCc2cccnc2)cc1NC(=O)c1ccccc1F	-2.1	4.1	0.2	1	-3.4	-1	-5	-0.3	-1.1	-0.1	-4
52	COCCCNc1nc2ccccc2nc1NS(=O)(=O)c1ccc(C)c(C)c1	1.3	-1.8	0.2	-224	0.3	-77	0	0.3	-1.7	-1.5	-1
53	Cc1ccc(O)c(-c2cc(C(=O)NCc3ccncc3)[nH]n2)c1	-1.4	-1.3	-0.5	8	0.3	1	-1	-0.1	-0.5	-1.6	2
54	CS(=O)(=O)N(CCc1ccccc1)CC(=O)N1CCN(c2ccccc2)CC1	-1.5	-1.2	-0.9	2	-1.1	0	0	-0.3	-1.8	-3.0	0
55	CCOC(=O)C1C(=O)CC(C)(O)C(C(=O)OCC)C1c1ccc(C)s1 (stereo not given)	-0.1	0.7	-0.1	2	-1.3	0	-1	-0.4	-1.4	-0.7	2

From PubChem BioAssay
